High-throughput results from PubChem.
LDHA inh – qHTS assay for inhibitors of human lactate dehydrogenase; activity change, % (values are at about 110 or 230 µM); 0.15% of 480,000 active; purified LDHA, NADH/diaphorase-resazurin fluorescence; stronger effect = lower value; L-lactate dehydrogenase A chain (Homo sapiens), P00338; in the data active = activity change below about -30%; inconclusive = mostly about -25% to -30%;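 also: plate controls were DMSO wells for no effect and wells without enzyme for full effect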
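Human LDH5 at 2 nM final in Tris HCl pH 7.4 with 0.06 mM NADH and 0.2 mM pyruvate, reacted 5 minutes at room temperature. Remaining NADH coupled via diaphorase/resazurin; resorufin fluorescence read at 0 and 20 minutes, normalized to enzyme-free and DMSO wells.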
ALOX12 inh – Primary qHTS assay for inhibitors of human arachidonate 12S-lipoxygenase (ALOX12): Round 2 | Polyunsaturated fatty acid lipoxygenase ALOX12 (Homo sapiens), P18054 | 1.1% of 580,000 active | purified 12hLO, xylenol orange hydroperoxide absorbance | AID 1671190, 2021 | Potency, µM (series often up to 108 µM), inactives show top-dose activity change, negative = inhibition, hits mostly inhibitors; active = well fitted inhibition curve with a large enough effect; inconclusive = small, poorly fitted or top-dose-only effect, or another doubt; inactive = no such curve, though single readings can be large or run the other way; also: potency is read from the fitted curve at half-maximal effect
Target sequence (P18054 whole entry, looked up): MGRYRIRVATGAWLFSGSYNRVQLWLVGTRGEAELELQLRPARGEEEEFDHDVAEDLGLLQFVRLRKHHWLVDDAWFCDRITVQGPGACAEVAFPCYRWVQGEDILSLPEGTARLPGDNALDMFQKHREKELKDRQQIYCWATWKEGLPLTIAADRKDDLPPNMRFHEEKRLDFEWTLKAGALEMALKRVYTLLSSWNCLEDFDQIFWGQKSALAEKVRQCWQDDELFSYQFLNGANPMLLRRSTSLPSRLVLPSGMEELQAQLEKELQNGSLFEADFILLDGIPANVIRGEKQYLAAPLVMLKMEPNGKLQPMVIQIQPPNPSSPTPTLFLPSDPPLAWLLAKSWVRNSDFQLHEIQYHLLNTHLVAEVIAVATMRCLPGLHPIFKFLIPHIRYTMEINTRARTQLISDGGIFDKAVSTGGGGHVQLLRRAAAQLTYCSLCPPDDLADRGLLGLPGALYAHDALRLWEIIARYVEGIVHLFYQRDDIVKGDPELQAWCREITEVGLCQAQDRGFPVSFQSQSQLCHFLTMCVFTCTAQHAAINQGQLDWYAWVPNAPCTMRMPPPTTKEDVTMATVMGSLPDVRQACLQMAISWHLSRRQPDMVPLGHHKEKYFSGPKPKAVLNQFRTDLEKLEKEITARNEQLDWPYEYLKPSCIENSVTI
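Hydroperoxide product was detected by ferrous iron/xylenol orange as the 573 to 405 nm absorbance ratio. Arachidonic acid at 40 uM (final) was turned over for 30 min at room temperature by 150 nM human 12hLO, pH 7.0 Hepes buffer, after 15 min compound preincubation.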
* marks the source's active call; other numbers are inactive results; i = inactive; ? = inconclusive. Unless noted, % is scaled to controls: 0 for no effect and ±100 for the full control effect. Some of the compounds tested; count on the stated rates, not on these rows.

SMILES	LDHA inh	ALOX12 inh
CC(=O)Nc1cc(-c2ccccc2)cn2c(-c3cccc(C(C)=O)c3)cnc12	9.1	?
CCOc1ccc(CN(C)CC(O)COc2ccc(C)cc2C)cc1OC (configuration not stated)	?	?
CCn1nc(C(=O)OCC(N)=O)c2ccccc2c1=O	-0.3	-0.8%
Cc1ncc(-c2ccc(C)c(S(=O)(=O)Nc3cccc(Cl)c3)c2)o1	-5.6	-18.3%
CC1Sc2ccc(C#N)cc2N(Cc2cccc(C(F)(F)F)c2)C1=O (configuration not stated)	-4.3	5.0%
Cc1ccc(F)cc1NC(=O)c1nn(C)c(=O)c2ccccc12	-3.1	-9.2%
N#Cc1ccccc1OCC(=O)NC(=O)NC1CCCC1	3.0	-16.6%
Fc1ccc(/C=N/Nc2ccccc2)cc1F	0.2	?
CN(C)c1ccc(-c2ccnc3c2CC(C)(C(=O)Nc2ccccc2)O3)cc1 (configuration not stated)	-3.2	0.2%
CC(C)/C(=N/O)c1ccc(OCCOc2ccc(/C(=N\O)C(C)C)cc2)cc1	-1.2	19.8%
CCc1ccc(C(=O)COC(=O)c2ccc(C(=O)c3ccccc3)cc2)cc1	3.4	11.6%
CCOC(=O)C(NC(=O)/C=C/c1ccccc1OC)C(=O)OCC	-2.1	11.6%
CN(C)C(=O)/C(=C\C=C\c1ccccc1)NC(=O)c1ccccc1	-0.8	-26.4%
Cc1cnc2c(S(=O)(=O)N3CCNC(=O)C3)cccc2c1	2.8	14.3%
S=C1NC2(CCCC2)N=C1c1ccc(Cl)cc1	-2.9	-0.1%
Cc1ccc(CN(C)C(=O)Cc2n[nH]c(=O)c3ccccc23)c(C)c1	-0.9	3.8%
CCOc1cc(OCC)cc(C(=O)N2CCC[C@@H]2C(=O)N2CCC[C@@H]2C(=O)NCc2ccccc2Cl)c1	-4.6	?
Cc1ccc2cccc(NC(=O)C(C)(C)Oc3ccc(Cl)cc3)c2n1	6.8	6.5%
Nn1c(SCc2cccc(S(=O)(=O)N3CCOCC3)c2)nnc1-c1ccc(Cl)cc1	-4.1	?
CC(C)c1ccc(C(=O)NC(C)c2ccccc2F)cc1 (configuration not stated)	1.2	?
Cc1ccc(-c2cc(C(=O)Oc3cccc(Br)c3)no2)cc1	7.8	?
O=C(COC(=O)c1cc2c(s1)CCCC2)Nc1ccc(Cl)cc1	16.2	?
Clc1ccc(-c2csc(NC3CCCC3)n2)c(Cl)c1	-7.6	?
CCCC1CCCN(C(=O)Cn2nc(C)c3ccccc3c2=O)CC1 (configuration not stated)	-2.5	29.3%
Cc1ccc(Cc2c(-c3cccc(Br)c3)nc3c(Cl)cc(C(F)(F)F)cn23)cc1	0.5	-15.6%

Going on with the list:
SMILES	LDHA inh	ALOX12 inh
CN(C)CCN1CCN(c2cc(-c3cccc(Cl)c3)nc3ccnn23)CC1	-4.1	35.1%
CCOc1ccc(Cl)cc1-c1cc(C(=O)NCC2CCCCC2)[nH]n1	-10.4	-13.7%
CCc1ccc(-c2nc(CS(=O)CC(=O)NCC(OC)OC)c(C)o2)cc1 (configuration not stated)	-0.1	-19.5%
Cc1cccc(N(C)C(=O)COC(=O)c2ccc(F)c(Cl)c2)c1	0.2	?
O=C(C[n+]1ccc(C(=O)NCc2ccccc2)cc1)c1ccc(F)cc1	-2.8	-25.9%
Cc1ccc2oc(C(=O)Nc3ccc4c(c3)NC(=O)C(C)O4)cc(=O)c2c1 (configuration not stated)	-4.9	?
O=C(NCCC(=O)N1CCCC(C(F)(F)F)C1)c1ccc(Cl)cc1 (configuration not stated)	3.4	3.4%
COc1ccc(-c2ocnc2C(=O)Nc2ccc(C)cc2Cl)cc1	4.6	0.1%
CC1=C(C(=O)N(C)C)CC(CC(=O)NCC2CCCCC2)C(=O)N1Cc1ccc(F)cc1 (configuration not stated)	-8.4	?
O=C(/C=C/c1c(Cl)cccc1Cl)c1ccc(OC(F)F)cc1OC(F)F	5.6	?
O=C1NC2(CCN(S(=O)(=O)c3ccccc3)CC2)N=C1c1cccs1	7.9	-2.7%
C[C@H](NC(=O)CC[C@H]1O[C@@H](n2ccc(=O)[nH]c2=O)[C@H](O)[C@@H]1O)C(=O)O	-8.2	i
CCNC(c1ccccc1)c1ccccc1	-2.5	18.7%
CCOC(=O)CSc1nc2c(c(=O)[nH]c(=O)n2C)n1Cc1cccc(Br)c1	2.3	?
O=Cc1ccc(OCc2cccc(Cl)c2)cc1	8.4	?
COc1ccccc1C(=O)NCc1ccc(-c2nc3ncccc3o2)cc1	-0.4	-27.3%
CC1(C)CC(NC(=O)C2CCCN(c3ncnc4nc[nH]c34)C2)CC(C)(C)N1 (configuration not stated)	12.0	7.0%
COc1ccc2cc(C(=O)Nc3ccccn3)c(C)nc2c1	3.6	?
COCCCNC(=O)CCc1ncc(-c2c(F)cccc2F)o1	3.9	-3.3%
Cc1nsc(N)c1C(=O)OCc1csc(-c2cccc(Br)c2)n1	3.5	-28.0%
O=C1NC[C@H](CCCCN2C[C@H](Cc3ccc(O)cc3)N(CC3CCCCC3)C(=O)C2=O)N(CCC2CCCCC2)C1=O	-1.3	?
CC1CC(=O)C(C)(C)N(C)C1 (configuration not stated)	0.3	?
Cc1ccc(CCCOC(=O)CN2CCCC2)cc1	3.4	?
CSc1ccc(/C=C/C(=O)Nc2ccc(I)cc2C)cc1	-6.0	?
CCc1cccc(CC)c1NC(=O)CO/N=C/c1ccccc1O	3.3	-19.9%

Given as labelled records: part of the list above
> Cc1ccc2oc(C(=O)Nc3ccc4c(c3)NC(=O)C(C)O4)cc(=O)c2c1 (configuration not stated)
  LDHA inh: -4.9	ALOX12 inh: ?
> CC1CC(=O)C(C)(C)N(C)C1 (configuration not stated)
  LDHA inh: 0.3	ALOX12 inh: ?
> CSc1ccc(/C=C/C(=O)Nc2ccc(I)cc2C)cc1
  LDHA inh: -6.0	ALOX12 inh: ?
> O=C(NCCC(=O)N1CCCC(C(F)(F)F)C1)c1ccc(Cl)cc1 (configuration not stated)
  LDHA inh: 3.4	ALOX12 inh: 3.4%

(further entries)
SMILES	LDHA inh	ALOX12 inh
Cc1ccsc1-c1cc2nc(NCCOc3ccccc3Cl)n(C)c(=O)c2s1	-4.2	0.7%
CCOc1ccc2oc(C(=O)N3CCN(CC(=O)Nc4c(C)cccc4C)CC3)c(C)c2c1	-1.4	9.9%
COc1ccc(NC(C)=O)cc1NC(=O)CNC(c1ccc(F)cc1)c1cccs1 (configuration not stated)	0.7	-4.8%
CCCNC(=O)c1ccccc1NC(=O)Cn1cnc2c1c(=O)n(C)c(=O)n2C	7.8	?
CC(C)Oc1ccc(C(=O)Nc2ccc3oc(=O)ccc3c2)cc1	2.2	-1.4%
COc1cc(C=O)ccc1OCc1c(F)cccc1Cl	7.6	-17.5%
COc1ccc(S(=O)(=O)Nc2cc(N3CCCS3(=O)=O)ccc2OC)cc1	-21.1	21.3%
Cc1c(Cl)cccc1NC(=O)COC(=O)c1ccc2ccccc2n1	1.8	?
CC1(C(=O)NS(=O)(=O)c2ccc(F)cc2F)CCN1C(=O)CCc1ccc(Cl)cc1Cl (configuration not stated)	-4.6	-13.4%
CC(C)(C)C(=O)/C(C#N)=C\c1ccc(C#N)cc1	-1.3	-42.4%
CCc1ccc(NC(=O)NC(C(=O)N2CCc3ccccc32)c2ccccc2)cc1 (configuration not stated)	-0.3	4.9%
C(=N\Nc1cccc2cccnc12)/c1c[nH]c2ccccc12	14.8	31.6µM*
COC(=O)C1=CN(C)C=C(C(=O)OC)C1c1cccs1	8.6	-8.2%
O=C(NCc1ccco1)NNc1nc2c(-c3ccccc3)nnn2c2ccccc12	0.7	?
O=C(Cn1nc(-c2ccccc2)c2c(c1=O)CCCC2)Nc1ccccc1	-2.6	29.8%
O=C(Cc1ccc2c(c1)CCC2)Nc1ccccc1Cc1ccccc1	0.9	-22.1%
COc1ccc(Br)c2c1/C(=N/OC(=O)c1cccc3ccccc13)CC2	2.7	-24.4%
CC(C)CCn1cnc2c1c(=O)n(Cc1ccc(C#N)cc1)c(=O)n2Cc1ccccc1	-1.1	?
COc1ccc(C=O)cc1COc1cc(C)cc(C)c1	19.6	4.8%
COC(=O)c1ccc(COc2ccccc2C#N)cc1	1.0	?
COc1ccc(CCNC(=O)c2ccc(C3Nc4ccccc4S(=O)(=O)N3)cc2)cc1OC (configuration not stated)	2.3	2.7%
O=C(O)c1cc(Br)cs1	0.9	?
O=C(CCC(=O)c1ccc(F)cc1)Nc1ccc(-c2ccccc2)cc1	-2.7	-2.5%
COc1ccc(OC)c(CN2C(=O)c3ccccc3C2c2nnnn2-c2ccc3c(c2)OCCO3)c1 (configuration not stated)	2.6	-0.8%
CC1(C)CC(NC(=O)C2CCCC2)CC(C)(CNC(=O)C2CCCC2)C1 (configuration not stated)	4.5	-11.8%

Next part
SMILES	LDHA inh	ALOX12 inh
Cc1cc(C)c(NC(=O)c2cc(C)nc3ccccc23)c(C)c1	-1.0	-25.4%
COc1cccc(C=NN(C)c2c([N+](=O)[O-])cc(C(F)(F)F)cc2[N+](=O)[O-])c1O	4.6	-9.6%
OC(c1ccc(F)cc1)c1nc(-c2cnc3ccccc3c2)cs1 (configuration not stated)	-1.9	-11.4%
CC(c1ccccc1)N(C)C(=O)NC1CCCC(C(F)(F)F)C1 (configuration not stated)	-14.5	-1.3%
Cc1oc(-c2ccccc2)nc1C(=O)NC1CCCCC1	-1.8	18.4%
CC(=O)N1CCC2(CC1)Oc1ccc(Br)cc1C1CC(c3ccco3)=NN12 (configuration not stated)	9.0	?
O=C(NCCc1c[nH]c2ccccc12)NC1CCCCCCC1	-4.8	-23.6%
COc1ccc(OCc2nc(C#N)c(NCCN3CCOCC3)o2)cc1	-1.5	19.2%
N#Cc1nc(COc2ccc(Br)cc2)oc1NC1CC1	4.7	?
Cc1ccc(CN2CCC(CNC(=O)CCc3nnc4ccc(N5CCCCC5)nn34)C2)cc1 (configuration not stated)	-3.4	10.9%
COC(=O)[C@@]1(Cc2ccc(F)cc2)[C@H]2c3cc(C(=O)N(C)C)n(Cc4cc(F)cc5c4OCOC5)c3C[C@H]2CN1C(=O)c1ccccc1	-3.3	?
O=C1COc2ccc(C(=O)COC(=O)c3nn(Cc4ccccc4)c(=O)c4ccccc34)cc2N1	-3.5	-18.9%
O=C1CCCCC(=O)[C@H](O)C[C@H](COCc2ccccc2)O1	0.3	-6.8%
CC(=O)c1ccccc1NC(=O)COC(=O)c1ccc2ccccc2n1	0.9	?
O=C(Nc1ccccc1Cl)c1cc(C2CC2)nn1-c1ccccc1	-0.2	?
O=C(CCSC1CCc2ccccc2NC1=O)Nc1ccc(CCO)cc1 (configuration not stated)	-1.6	22.6%
CCOc1ccc(SC(C(N)=O)c2ccccc2)cc1 (configuration not stated)	4.7	-5.0%
CC(N)c1ccc(OCC(F)(F)F)cc1 (configuration not stated)	11.3	-7.6%
Cc1ccc(C)c(NC(=O)Cn2nc(C)c3ccccc32)c1	-3.2	-3.4%
CC1=C(C(=O)N(C)C)CC(CC(=O)NCc2cccc3ccccc23)C(=O)N1Cc1ccc(F)cc1 (configuration not stated)	-2.2	?
OCC(CO)(CO)NCC(O)CNC(CO)(CO)CO	-1.2	20.3%
O=C(NCc1ccccc1Cl)c1ccccc1-c1ccccc1	4.6	-15.1%
CC(C)NC(=O)C1(C)CCCN1Cc1ccccc1 (configuration not stated)	-3.0	5.1%
O=C(NCCC(=O)N1CCN(c2ncccn2)CC1)c1ccc(F)cc1F	-8.5	21.1%
Cn1c(CCc2ccccc2)nc2cc(NC(=O)c3ccc(C#N)cc3)ccc21	-9.0	2.7%

Compound profiles (already shown). Screens in order: LDHA inh, ALOX12 inh
CCc1ccc(-c2nc(CS(=O)CC(=O)NCC(OC)OC)c(C)o2)cc1 (configuration not stated) in the list: -0.1, -19.5%
O=Cc1ccc(OCc2cccc(Cl)c2)cc1 in the list: 8.4, ?
Cc1ccc2oc(C(=O)Nc3ccc4c(c3)NC(=O)C(C)O4)cc(=O)c2c1 (configuration not stated) in the list: -4.9, ?
CC(N)c1ccc(OCC(F)(F)F)cc1 (configuration not stated) in the list: 11.3, -7.6%
CC1=C(C(=O)N(C)C)CC(CC(=O)NCc2cccc3ccccc23)C(=O)N1Cc1ccc(F)cc1 (configuration not stated) in the list: -2.2, ?

(cont.)
SMILES	LDHA inh	ALOX12 inh
Cc1cc(=O)oc2cc3occ(-c4ccccc4)c3cc12	0.5	12.3%
O=C(NCc1ccccc1)C(C1CC1)n1c(=O)c(-c2ccco2)nc2ccccc21 (configuration not stated)	-1.8	?
Cc1ccc(-c2cc3c(SCC(=O)N4CCN(c5ccc(F)cc5)CC4)nccn3n2)cc1	3.9	-3.4%
COc1ccc(-c2cc(C(=O)OC(C)C#N)c3ccccc3n2)cc1OC (configuration not stated)	-14.4	?
Cc1ccc2c(C)nc(Nc3nc(CSc4ncccn4)cc(=O)[nH]3)nc2c1	9.3	-11.1%
COc1cc(CC(=O)OCc2ccc(Cl)cc2Cl)cc(OC)c1OC	9.3	-25.9%
O=C(CSc1nc2ccccc2o1)Nc1ccc(F)cc1	-3.4	-18.5%
O=C(NCc1coc(-c2cccs2)n1)c1cc(F)cc(F)c1	-5.2	4.9%
Ic1cccc(-c2nc(-c3ccccc3)no2)c1	0.0	-23.3%
